Screening results deposited in PubChem BioAssay by National Center for Advancing Translational Sciences (NCATS).
a7 integrin act = activates integrin-mediated alleviation for muscular dystrophy; alpha7betagal myoblasts, beta-gal FDG fluorescence, 48 h; Potency, µM (series often up to 38.3 µM), inactives show at the highest dose activation, hits mostly activators; 350,000 tested, 0.064% active;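 further: potency means the concentration at half of the fitted maximal effect; 100% = response of the positive control SU9516; nearly all actives have a fitted effect of over 60% in size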
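alpha7betagal+/- myoblasts (passage 13, 250/well) treated 48 h at 37C with compounds at 1:260 dilution of DMSO stock. Lysed, then beta-galactosidase activity read as FDG fluorescence (ex 480/em 540) after 30 min, with pre-read for autofluorescence.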
BRCA1 expr up = activators of BRCA1 expression; MCF7-BRCA1-FFLuc reporter, luminescence, 48 h; response scale: scaled: vehicle 0%, 10 µM genistein 100%; Potency, µM (series often up to 46.1 µM), for inactives: at the top dose activation, hits mostly activators; 380,000 tested, 1.1% active; AID 624202; further: potency means the concentration at half of the fitted maximal effect; nearly all actives have a fitted effect of over 80% in size; some results filed as inactive show a strong effect at the top dose
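Quantitative HTS in MCF7 cells stably reporting BRCA1 expression via firefly luciferase. Compound treatment lasts 48 h at 37 °C in phenol-red free MEM. Activation is expressed relative to genistein at 10 microM and DMSO.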
TRPV1 agonist = activates the human vanilloid receptor TRPV1 | Q8NER1 | TRPV1-expressing cells, Fluo-8 calcium influx, agonist mode | activation, % at 8.33 µM | 320,000 tested, 0.19% active | AID 540275; in the data active means activation above about 80%; inconclusive means between about 30% and that limit; further: 0% is about no effect
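TRPV1-expressing cells were cultured overnight at 35.5C and loaded with Fluo-8 calcium dye for 40 to 90 min at room temperature. After a 10 s baseline, compound was added and calcium influx was read kinetically for 3 min (ex 480/em 520 nm).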
B2AR arrestin = agonists driving beta-arrestin recruitment to human beta2-adrenergic receptor; P07550; beta-arrestin recruitment to beta2AR, cell-based reporter; Potency, µM (titrated, usually from 46.1 µM), for the others: at the top dose activation, actives largely listed as activators; 330,000 tested, 0.02% active;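 further: potency means the concentration at half of the fitted maximal effect; 0% = DMSO controls and full agonism = EC100 isoproterenol or metaproterenol; nearly all actives have a fitted effect of over 65% in size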
p53 reactivation = re-activators of mutant p53 | H1299 p53-A138V BP100-luciferase reporter, luminescence, 24 h | Potency, µM (highest dose often 92.2 µM), for inactives: top-dose activity change, positive = activation, most hits filed as activators | 320,000 tested, 0.063% active | AID 504706; further: potency means the concentration at half of the fitted maximal effect; % of control where 0% means no effect; nearly all actives have a fitted effect of over 45% in size
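p53-null H1299 cells stably carrying temperature-sensitive p53-A138V and a BP100-luciferase reporter were pinned with compounds (4-point, 1:5 series) and held 24 hrs at 37 deg C. Luminescence was read 10 min after detection reagent.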
ELG1 repair inh = blocks ELG1-dependent DNA repair in HEK293T cells; Potency, µM (top dose mostly 46.1 µM), without a hit: at the top dose activity change, negative = inhibition, hits mostly inhibitors; HEK293T ELG1-luciferase reporter, luminescence, 16 h; DNA damage induced by 5-fluorouridine; 330,000 tested, 2.3% active; further: potency means the concentration at half of the fitted maximal effect; on the % scale 0 is the no-effect control and ±100 the full control effect; nearly all actives have a fitted effect of over 55% in size
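Overnight (16 hr) co-exposure of 2,000 cells/well to 5-fluorouridine and compound at 37 °C preceded detection. Luciferase was quantified via ONE-Glo luminescence; loss of signal denotes inhibition.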
TSG101-PTAP inh = blocks PTAP/TSG101 interaction to inhibit HIV-1 budding; Q99816; Fluorescence polarization, FITC-PTAP peptide / Tsg101 binding; Potency, µM (doses to about 115 µM), without a hit: at the highest dose activity change, negative = inhibition, actives largely listed as inhibitors; 340,000 tested, under 10 active; AID 493005; active means well fitted inhibition curve with a large enough effect in the main read-out, with a control signal flat, not every such curve was filed as active; inconclusive means small, poorly fitted or top-dose-only effect, or effect the other way, or a change in a side signal; inactive means no such curve, though single readings can be large or run the other way; further: potency means the concentration at half of the fitted maximal effect; % of control where 0% means no effect
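Tsg101 binding domain (10 uM final) was mixed with compound and a FITC-labeled PTAP peptide (50 nM final) in HEPES pH 7.5 buffer with NaCl, Tween 20, EDTA and TCEP; fluorescence polarization was read after 20 min at r.t.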
A-T KAP1 phos = potential ataxia-telangiectasia treatment | 320,000 tested, 0.19% active | […] A-T fibroblasts, KAP-1 phosphorylation AlphaLISA; neocarzinostatin DNA damage 30 min before lysis | Potency, µM (doses to about 57.5 µM), without a hit: at the highest dose activation, usual class: activators | AID 485349; further: potency means the concentration at half of the fitted maximal effect; % of control where 0% means no effect; nearly all actives have a fitted effect of over 45% in size
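ATM-like activity read as KAP-1 phosphorylation via AlphaLISA donor/acceptor antibody pairs after lysis and 6 hr at 25C. Cells were ATM-null patient fibroblasts ([…], hTERT), dosed 60 min, then exposed to the DSB inducer NCS for 30 min.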
CXXC DNA block = inhibitors of human MLL CXXC domain-DNA interaction; Q03164; MLL-CXXC / FITC-HOXA9 DNA fluorescence polarization; Potency, µM (top dose mostly 115 µM), for inactives: at the highest dose activity change, negative = inhibition, actives largely listed as inhibitors; 290,000 tested, 0.037% active; AID 2662; active means well fitted inhibition curve with a large enough effect in the polarisation, with a control signal flat, not every such curve was filed as active; inconclusive means small, poorly fitted or top-dose-only effect, or effect the other way, or a change in a side signal; inactive means no such curve, though single readings can be large or run the other way; the % refers to the polarisation; further: potency means the concentration at half of the fitted maximal effect
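Purified MLL-CXXC (added from a 7 uM solution) was preincubated 5 min at ambient with pinned compounds in 50 mM Tris-HCl pH 7.5, 50 mM NaCl, 1 mM DTT, 0.05% BSA. Fluorescein-labeled HOX-A9 DNA (50 nM solution) followed, 30 min, then polarization read.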
TCR act = activates T cell receptor signaling; 330,000 tested, under 10 active; primary human leukocytes, anti-CD3, IL-2 HTRF, 48 h; AID 504894; Potency, µM (titrated, usually from 9.22 µM), for the others: top-dose activation of IL-2 secretion, actives largely listed as activators; further: % of control where 0% means no effect
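1) Mix primary human leukocytes, a-CD3 beads and compound. 2) Incubate 48 hr. 3) Add HTRF IL-2 reagents (a-IL-2-K, a-IL-2-d2).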
The depositor's hits bear a star; ? = inconclusive; . = no result given; [ ] = dose if it differs, or a comment. Unless noted, the call rests on the fitted dose curve; in most records, active means well fitted curve in the direction sought with a large enough effect; inconclusive means small, poorly fitted or top-dose-only effect, or another doubt; inactive means no such curve, though single readings can be large; an effect the other way counts as inactive or inconclusive.

SMILES	a7 integrin act	BRCA1 expr up	TRPV1 agonist	B2AR arrestin	p53 reactivation	ELG1 repair inh	TSG101-PTAP inh	A-T KAP1 phos	CXXC DNA block	TCR act
Cc1ccc(C(=O)NC(=S)NNC(=O)COc2ccccc2C)cc1	36%	42%	6	-0.3%	7%	27%	-1%	1%	2%	3%
O=C(N[C@@H]1CCC(=O)N(CC[C@H](Oc2ccccc2)c2ccccc2)CC1)OCc1ccccc1	-13%	-19%	2	-0.3%	18%	?	1%	7%	12%	8%
C[C@@H]1CN([C@@H](C)CO)C(=O)c2cc(NC(=O)C3CC3)ccc2O[C@@H]1CN(C)C(=O)NC1CCCCC1	-12%	9%	.	0.2%	-3%	9%	1%	3%	.	-6%
O=C(CCC(=O)N(CC(=O)NC1CCCC1)Cc1cccs1)Nc1nccs1	-30%	-12%	0	-0.4%	1%	-6%	-9%	1%	6%	8%
COc1cc2c(-c3ccc(O)cc3)nc3c(c(C)nn3-c3ccccc3)c2cc1OC	-55%[inhibitor]	-78%	-5	0.1%	-7%	9.2µM*	-1%	-6%	4%	2%[46.1 µM]
CN(CC1COc2ccccc2O1)C(=O)c1cccc(S(=O)(=O)N2CCCC2)c1 (centres undefined)	6%	-23%	3	0.2%	3%	1%	-2%	6%	.	3%
O=[N+]([O-])c1ncn(Cc2ccccc2Cl)n1	-20%	-9%	-2	-0.7%	8%	6%	1%	1%	25%	-3%[46.1 µM]
O=C(NCc1ccco1)C(=O)NCC1OCCN1S(=O)(=O)c1ccc(Cl)cc1 (centres undefined)	-12%	-5%	-2	-0.8%	5%	1%	-2%	18%	5%	-3%
O=C(Nc1ccccc1)C1=C[C@@H](c2ccccc2)C[C@@H](OCc2ccc(CO)cc2)O1	13%	-29%	18	-0.1%	14%	?	.	-9%	-3%	0%
O=C(CCNC(=O)c1ccc(Cl)cc1)Nc1ccc(F)cc1F	3%	3%	7	0.5%	6%	-1%	-4%	-1%	-2%	-2%[46.1 µM]
CCC1(CC)NC(=O)NC1=O	2%	-4%	2	0.5%	2%	-1%	-1%	5%	-2%	0%
CC(C)(C)NC(=O)COc1ccc(-c2ccccc2)cc1	-10%	?	?	0.0%	20%	?	0%	0%	2%	1%
O=C(CCn1c(=O)oc2ccccc21)N(Cc1ccccc1)c1ccccn1	48%	5%	.	.	.	.	-9%	.	.	-2%
C=C[C@]1(C)C[C@H]1[C@H](NP(=O)(c1ccccc1)c1ccccc1)c1ccccc1	-16%	1%	?	-0.5%	4%	-4%	1%	-14%	-3%	-3%
CCC1(CC)NC(=O)N(CC(=O)NC(=O)NCc2ccccc2)C1=O	12%	-18%	-4	0.0%	5%	-3%	-5%	2%	0%	3%
CC(C)n1c(SCC(=O)Nc2ccc3c(c2)OCO3)nc2c1c(=O)n(C)c(=O)n2C	-28%	-26%	-2	-0.6%	-8%	-20%	-8%	-7%	2%	.
O=C(COC(=O)c1cc(S(=O)(=O)N2CCOCC2)ccc1F)NCc1ccco1	6%	11%	1	0.5%	4%	1%	1%	-1%	-5%	-1%
O=C(NNS(=O)(=O)c1cccc(Cl)c1)c1cc(-c2ccc(F)cc2)nc2ccccc12	-24%	0%	5	-0.3%	-2%	0%	1%	4%	-10%	1%
O=C(COc1ccc(Cl)cc1)NCc1nnc(SCC(=O)NCCc2ccccc2)o1	23%	0%	-8	-1.0%	2%	-11%	-3%	2%	-4%	5%
CCc1cc2c3c(c(=O)oc2cc1O)CCCC3	26%	-64%	6	-0.4%	3%	17%	-3%	-5%	-4%	4%
O=C(NC(=S)N1CCN(C/C=C/c2ccccc2)CC1)c1ccc(Cl)nc1	15%	-5%	2	5.0%	-6%	18µM*	-3%	2%	-17%	-9%
O=C(NCC1CCCO1)c1cccc(NC(=O)c2ccccc2)c1 (centres undefined)	-15%	24%	3	-0.4%	10%	0%	-8%	?	8%	-4%
CCOC(=O)Nc1cccc2ccccc12	16%	9%	3	0.0%	0%	-1%	6%	-8%	7%	10%
COc1ccccc1-c1nnc(NC(=O)c2ccc3ncsc3c2)o1	-16%	-7%	-3	0.4%	24%	?	-3%	-1%	-7%	-2%[46.1 µM]
Cc1cccc(-n2cnc(C(=O)Nc3cccnc3)c2)n1	31%	?	2	-0.2%	?	?	-7%	-3%	-9%	-8%
Carrying on.
SMILES	a7 integrin act	BRCA1 expr up	TRPV1 agonist	B2AR arrestin	p53 reactivation	ELG1 repair inh	TSG101-PTAP inh	A-T KAP1 phos	CXXC DNA block	TCR act
C/C(=N\NC(=O)Cn1nc(C)cc1C)c1ccc([N+](=O)[O-])cc1	3%	-3%	-1	-0.6%	-3%	-1%	-5%	-5%	1%	-8%
C/C(=C\C(=O)c1ccccc1)Nc1cccc(O)c1	20%	-1%	13	-0.1%	?	?	-6%	-2%	7%	3%
CCOC(=O)C1CCN(C(=O)CCn2c(=O)[nH]c3ccsc3c2=O)CC1	-35%	0%	-4	-0.6%	-5%	4%	-8%	-1%	-4%	2%
CN(Cc1ccccc1)C(=O)c1ccc(NC(=O)Cc2ccc(NC(=O)C3CCCN(C(=O)C4CCC4)C3)cc2)cc1 (centres undefined)	-8%	-7%	.	.	.	.	-6%	.	.	7%
Cc1ccccc1NS(=O)(=O)c1cc(C(=O)NCCC2=CCCCC2)ccc1Cl	-20%	-43%	-1	0.0%	16%	-20%	-2%	-6%	0%	-2%
N#C/C(=C\c1cccc([N+](=O)[O-])c1)c1nnc2n1CCCCC2	-29%	-19%	1	-0.3%	-10%	-25%	1%	-7%	11%	-6%[46.1 µM]
CN(C)CCCNc1c2c(nc3ccccc13)CCC2	-61%[inhibitor]	-47%	1	0.1%	18%	-3%	-4%	2%	-4%	10%
Cc1ccc(C2CC2c2n[nH]c(=S)n2-c2cccc(C)c2)cc1 (centres undefined)	-10%	-26%	-5	13%	3%	1%	-1%	-3%	1%	-1%
Cn1c(=O)[nH]c(=O)c2c1ncn2CCCc1ccccc1	-15%	-27%	-4	-0.1%	-1%	6%	-1%	5%	-1%	4%
O=C(Nc1cccc(F)c1)/C(=C\c1cccnc1)NC(=O)c1ccco1	1%	-10%	3	-0.9%	-10%	5%	-1%	-2%	10%	-5%
COc1cc(NC(=O)c2sc3nc(C)nc(N4CCOCC4)c3c2C)cc(OC)c1OC	-2%	-31%	3	2.6%	-2%	?	1%	0%	-2%	7%
Cc1cc(SCC(=O)Nc2ccccc2)nc(C)n1	19%	-19%	0	-0.6%	-9%	-15%	-3%	6%	-4%	9%
CC(=O)NC1(C(F)(F)F)NC(=O)N(CC(C)C)C1=O (centres undefined)	-8%	-6%	-2	-0.1%	-4%	-3%	-5%	1%	-1%	3%
N/C(=N\OC(=O)c1cccc(Br)c1)c1ccc(Br)cc1	2%	-41%	-4	-0.1%	2%	?	0%	1%	-5%	1%
Cc1ccc(-c2nc(NC(=O)CSc3ccc4ccccc4n3)ns2)cc1	7%	0%	-2	-1.4%	-2%	?	1%	3%	36%[activator]	6%
COc1ccc(NC(=O)c2cc(Cl)ccc2Cl)c([N+](=O)[O-])c1	2%	-21%	1	-3.9%	-10%	0%	0%	-6%	5%	-2%[46.1 µM]
OCc1ncccc1O	-16%	-12%	1	-0.2%	-5%	0%	-5%	-3%	-10%	-4%
O=c1[nH]cccc1-c1nc2ccccc2n1Cc1cccc(Cl)c1	19%	-15%	1	0.0%	-5%	10%	-7%	1%	?	-4%
Cc1ccc(-c2cc(C(=O)N/N=C/c3ccccc3)n[nH]2)o1	4%	53%	-1	-0.2%	15%	?	0%	2%	-2%	-7%
CCCCS(=O)(=O)Nc1ccc(C)cn1	1%	4%	-4	-0.5%	5%	19%	-1%	-7%	7%	7%
O=C(NCCc1nnc2ccc(NCc3cccnc3)nn12)c1ccccc1F	18%	-14%	-3	-0.1%	-1%	7%	-1%	-1%	5%	7%
COc1ccc(CNC(=S)Nc2cccc(Cl)c2)cc1	-15%	-8%	.	.	.	.	0%	.	.	-3%
CC1Cc2ccccc2N1C(=S)NC(=O)c1ccco1 (centres undefined)	0%	0%	0	2.5%	-2%	0%	-4%	16%	?	0%
CC1CCN(c2ccc(C(=O)Nc3nnc(C4CC4)s3)cc2[N+](=O)[O-])CC1	-25%	13%	-2	-0.3%	2%	8%	-5%	-3%	-2%	-5%[46.1 µM]
COC(=O)CN(c1nc(C)cc(OC)n1)S(=O)(=O)c1ccccc1	10%	13%	6	-0.3%	1%	6%	1%	5%	-1%	-4%
CC(=O)N1CCOc2ccc(S(=O)(=O)N3CCC(C(=O)NCc4ccccc4)CC3)cc21	-32%	-3%	2	-1.1%	-3%	13%	-4%	6%	-2%	7%
